Screening data from PubChem BioAssay.
CCT modulator: modulators of cytosolic chaperonin (CCT/TRiC) activity; activity change, % (no concentration beside the values), hits read low; purified chaperonin ATPase assay, HTRF ADP detection, 30 min; actives 0.3% (n = 360,000); in the data active = activity change below about -30%; note: % is set by controls: 0 for no effect and ±100 for the full control effect
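First, chaperonin was dispensed at 40 nM or 20 nM final depending on batch activity. Next, compounds were pinned at 76 uM and ATP added at 10 uM. After 30 min at 37 °C, ADP detection reagents ran 30 min at ambient temperature.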
EPAC1 ag: agonists of human EPAC1; O95398; EPAC1 agonist qHTS, biochemical assay; response scale: 100% = response to 6.5 mM cAMP; Potency, µM (highest dose often 154 µM), without a hit: top-dose activation, hits mostly activators; actives 0.073% (n = 360,000); AID 720707; note: potency is the fitted concentration of half-maximal effect; nearly all actives have a fitted effect of over 60% in size
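Nucleotide exchange assay: 100 nM EPAC1 with 250 nM Rap1B loaded with BODIPY-GDP and 50 uM GDP, room temperature. Fluorescence (480/540 nm) read every 5 min for 30 min; signal change normalized to 6.5 mM cAMP as full agonist.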
EPAC1 antag: antagonists of human EPAC1; O95398; EPAC1 GEF assay, Rap1b-BODIPY-GDP exchange fluorescence; Potency, µM (highest dose often 115 µM), for the others: top-dose activity change, negative = inhibition, most hits filed as inhibitors; actives 0.14% (n = 360,000); AID 720709;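 note: potency is the fitted concentration of half-maximal effect; plate controls were vehicle for no effect and positive control for full effect; nearly all actives have a fitted effect of over 50% in size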
WRN inhibitor: blocks human WRN helicase | Q14191 | WRN helicase unwinding, fluorescent forked duplex, kinetic | Potency, µM (top dose mostly 114 µM), inactives show top-dose activity change, negative = inhibition, hits mostly inhibitors | actives 0.46% (n = 360,000); note: potency is the fitted concentration of half-maximal effect; % is set by controls: 0 for no effect and ±100 for the full control effect; nearly all actives have a fitted effect of over 55% in size
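WRN at 20 nM final was preincubated with compound for 15 min at room temperature; reaction started with 100 nM forked duplex oligonucleotide carrying fluorophore and quencher plus 2 mM ATP (final). Unwinding followed kinetically by red fluorescence (ex 525/em 598 nm).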
PLK1 PBD inh: PLK1 (human) polo-box domain binding inhibition; actives 2.8% (n = 360,000); Plk1 PBD binding of FITC phosphopeptide, fluorescence polarization; Potency, µM, for inactives: max response, negative = inhibition, actives largely listed as inhibitors; AID 720504; note: potency is the fitted concentration of half-maximal effect; series mostly up to about 57 µM; % is set by controls: 0 for no effect and ±100 for the full control effect; nearly all actives have a fitted effect of over 65% in size
Target sequence (P53350 whole entry, looked up, the tested form may be a part): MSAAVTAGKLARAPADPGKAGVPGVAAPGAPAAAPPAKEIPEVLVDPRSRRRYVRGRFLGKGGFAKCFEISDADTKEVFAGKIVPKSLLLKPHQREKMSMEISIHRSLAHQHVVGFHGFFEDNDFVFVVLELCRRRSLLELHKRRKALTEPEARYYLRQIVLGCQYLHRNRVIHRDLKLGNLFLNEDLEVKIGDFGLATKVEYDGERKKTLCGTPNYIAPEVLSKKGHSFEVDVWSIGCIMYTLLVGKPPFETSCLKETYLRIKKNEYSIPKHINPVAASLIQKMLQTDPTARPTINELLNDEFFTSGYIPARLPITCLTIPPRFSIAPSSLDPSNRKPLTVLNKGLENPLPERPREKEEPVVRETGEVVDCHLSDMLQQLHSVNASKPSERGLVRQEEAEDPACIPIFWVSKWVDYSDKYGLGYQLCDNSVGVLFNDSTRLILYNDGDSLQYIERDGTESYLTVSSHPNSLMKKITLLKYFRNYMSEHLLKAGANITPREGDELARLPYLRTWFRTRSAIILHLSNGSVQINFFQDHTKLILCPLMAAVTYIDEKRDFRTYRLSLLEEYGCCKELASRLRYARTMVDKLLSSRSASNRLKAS
Mm-Cpn inhibitor: inhibitors of Methanococcus maripaludis chaperonin (MmCpn) | purified Mm-Cpn ATPase, ADP Transcreener TR-FRET | Potency, µM (titrated, usually from 76.9 µM), for inactives: top-dose activity, negative = inhibition, hits mostly inhibitors | actives 0.031% (n = 330,000) | AID 504842; note: potency is the fitted concentration of half-maximal effect; % is set by controls: 0 for no effect and ±100 for the full control effect; nearly all actives have a fitted effect of over 80% in size
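Purified archaeal Mm-CPN (25nM final) preincubated 10 min at 37degC with compound, then 10uM ATP for 30 min at 37degC; ADP measured by HTRF Transcreener TR-FRET; buffer 30 mM TRIS pH 7.4, 100mM KCl, 5mM MgCl2, 1mM DTT.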
EPAC2 antag: EPAC2 (human) antagonism. AID 720708. EPAC2 GEF exchange of Rap1B-BODIPY-GDP, fluorescence. actives 0.18% (n = 360,000). Potency, µM (series often up to 114 µM), for inactives: at the top dose activity, negative = inhibition, usual class: inhibitors; note: potency is the fitted concentration of half-maximal effect; % is set by controls: 0 for no effect and ±100 for the full control effect; nearly all actives have a fitted effect of over 45% in size; many of its hits are not listed in these tables
PI5P4K alpha inh: PI5P4K alpha (human) kinase inhibition. P48426. PI5P4Kalpha enzyme, ADP-Glo luminescence, 60 min; hits give low values. max response, %. actives 1.2% (n = 330,000). AID 652105; active = max response of -50% or lower; inconclusive = between -30% and -50%; inactive = -30% or higher; note: value at the top dose of about 77 µM; % is set by controls: 0 for no effect and ±100 for the full control effect
Target sequence (P48426 whole entry, looked up): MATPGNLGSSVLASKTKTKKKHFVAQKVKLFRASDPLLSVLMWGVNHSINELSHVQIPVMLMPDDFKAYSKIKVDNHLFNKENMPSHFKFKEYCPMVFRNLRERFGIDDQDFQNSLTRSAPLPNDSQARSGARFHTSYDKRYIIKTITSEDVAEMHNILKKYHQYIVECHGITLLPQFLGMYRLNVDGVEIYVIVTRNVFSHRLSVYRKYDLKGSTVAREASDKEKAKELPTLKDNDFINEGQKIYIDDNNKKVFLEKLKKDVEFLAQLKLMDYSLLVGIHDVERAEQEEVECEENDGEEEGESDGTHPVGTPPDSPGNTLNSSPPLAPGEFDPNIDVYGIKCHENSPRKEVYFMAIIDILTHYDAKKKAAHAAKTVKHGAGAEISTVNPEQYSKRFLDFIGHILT
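Compounds were pin-transferred onto PI5P4Kalpha and substrate in HEPES pH 7.4 buffer with EGTA, CHAPS and 5% DMSO. ATP (5 microM final) started the reaction, which ran 60 minutes at room temperature before ADP-Glo detection.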
* marks the source's active call; other numbers are inactive results; ? = inconclusive; · = not tested or not shown; [ ] = remark or other dose. Unless noted, calls come from the whole dose curve; as a rule, active = well fitted curve in the direction sought with a large enough effect; inconclusive = small, poorly fitted or top-dose-only effect, or another doubt; inactive = no such curve, though single readings can be large; an effect the other way counts as inactive or inconclusive.

SMILES	CCT modulator	EPAC1 ag	EPAC1 antag	WRN inhibitor	PLK1 PBD inh	Mm-Cpn inhibitor	EPAC2 antag	PI5P4K alpha inh
COCCn1c(-c2ccc(Cl)cc2Cl)nc2c(c(=O)c3ccccc3n2C)c1=O	-0.5	4%	-6%	-30%[57.1 µM]	-9%	-3%	4%	5
O=C1CN(C(=O)c2cc3ccccc3oc2=O)C(c2ccc(F)cc2)c2cc(F)ccc2N1 (stereo not given)	0.8	-9%	9%	-2%	0%	-16%	17%	2
O=C(CC1C(=O)NCCN1Cc1ccc(-c2ccccc2)cc1)NCCCn1cccn1 (stereo not given)	-1.6	4%	-3%	-5%	-18%	0%	-15%	2
NS(=O)(=O)c1ccc(N/N=C/c2ccccc2Br)cc1	-4.5	12%	-15%	-12%	-7%	4%	?	-12
CCN(CC)S(=O)(=O)c1cccc(S(=O)(=O)N2CCCCC2)c1	0.3	8%	4%	-9%	2%	-1%	0%	·
CC1(C(=O)N(CC(=O)NC2CCCC2)Cc2ccccc2)CC(=O)N=C2C=CC=CN21 (stereo not given)	0.2	-1%	-9%	-7%[57.1 µM]	4%	-3%	17%	-3
CCC(=O)Nc1ccc(NC(=O)CSc2nnnn2CC)cc1C	0.5	-1%	23%	-12%	-5%	0%	22%	1
COc1ccc(CCNC(=O)CC2COc3ccccc3O2)cc1OC (stereo not given)	1.4	-7%	-3%	3%[57.1 µM]	-3%	3%	1%	2
CCN(CC)S(=O)(=O)c1ccc2oc(C(=O)NC3CC3)c(C)c2c1	0.6	8%	19%	13%	-9%	-2%	-1%	2
CC(=O)Oc1ccc(/C=N/NS(=O)(=O)c2ccccc2)cc1	-0.5	5%	5%	-1%	-1%	-17%	-11%	1
CC(C)CCNC(=O)CCS(=O)(=O)c1cccc2nonc12	0.6	-6%	3%	-14%	-2%	3%	7%	5
COc1ccccc1N1CCN(C(=O)NCc2ccc(Cl)cc2)CC1	-1.7	-2%	3%	-6%	-4%	-10%	4%	2
CCOc1cccc(CN2CCCC(C(=O)c3cc(Cl)ccc3OC)C2)c1O (stereo not given)	-1.4	19%	3%	6%	-22%	-1%	-12%	5
Cn1ccc2c(-c3ccc(C(N)=O)cc3)cc3c(c21)C1CCC3C1 (stereo not given)	-15	19%	-9%	-9%	-7%	·	-5%	5
S=c1[nH]cc(-c2ccc(Cl)cc2)n1-c1ccccc1	-2.0	-2%	-3%	-34%[57.1 µM]	-13%	1%	3%	-16

Rewritten with bars between the fields: part of the list above
compound | CCT modulator | EPAC1 ag | EPAC1 antag | WRN inhibitor | PLK1 PBD inh | Mm-Cpn inhibitor | EPAC2 antag | PI5P4K alpha inh
CCC(=O)Nc1ccc(NC(=O)CSc2nnnn2CC)cc1C | 0.5 | -1% | 23% | -12% | -5% | 0% | 22% | 1
COc1ccc(CCNC(=O)CC2COc3ccccc3O2)cc1OC (stereo not given) | 1.4 | -7% | -3% | 3%[57.1 µM] | -3% | 3% | 1% | 2
CCN(CC)S(=O)(=O)c1ccc2oc(C(=O)NC3CC3)c(C)c2c1 | 0.6 | 8% | 19% | 13% | -9% | -2% | -1% | 2
CC(=O)Oc1ccc(/C=N/NS(=O)(=O)c2ccccc2)cc1 | -0.5 | 5% | 5% | -1% | -1% | -17% | -11% | 1
CC(C)CCNC(=O)CCS(=O)(=O)c1cccc2nonc12 | 0.6 | -6% | 3% | -14% | -2% | 3% | 7% | 5

Next part
SMILES	CCT modulator	EPAC1 ag	EPAC1 antag	WRN inhibitor	PLK1 PBD inh	Mm-Cpn inhibitor	EPAC2 antag	PI5P4K alpha inh
COC(=O)c1ccccc1S(=O)(=O)N1CCC(C(=O)OC(C)C(=O)Nc2ccccc2OC)CC1 (stereo not given)	0.3	-4%	13%	-7%	0%	3%	0%	-2
Cc1c(C(=O)O)sc(=S)n1CCOc1ccccc1	-6.0	1%	6%	-8%	-11%	2%	-1%	·
Cc1oc(-c2cc(F)ccc2F)nc1CN1CCN(c2cnccn2)CC1	0.6	-8%	-2%	4%	-5%	-6%	5%	-8
Cn1c(=O)oc2cc(S(=O)(=O)N3CCC(C(=O)Nc4ccc(OC(F)(F)F)cc4)CC3)ccc21	0.1	-6%	4%	-2%	-2%	1%	4%	·
CC(=O)c1cccc(NC(=O)c2ccccc2N(C)S(=O)(=O)c2ccc(C)cc2)c1	0.4	7%	0%	-22%	-5%	-4%	-3%	16
CCC(C(=O)N1CCN(Cc2ccc3c(c2)OCO3)CC1)n1c(=O)[nH]c2ccccc2c1=O (stereo not given)	1.0	-11%	-14%	-4%	0%	2%	16%	-3
Cc1ccc(OC(=O)c2cc3ccccc3o2)cc1	-2.1	29%	-15%	-26%	-3%	1%	-7%	2
COc1ccc(C(=O)Nc2nnc(Cc3ccccc3)s2)c(OC)c1	0.1	1%	13%	-5%	-11%	-13%	2%	1
O=C(CCNC(=O)c1ccc([N+](=O)[O-])cc1)NC1CCCCCC1	0.3	-4%	6%	7%	6%	3%	-1%	-3
COc1ccccc1/C=N\Nc1cc(C)nc(-n2nc(C)cc2C)n1	0.4	-22%	-6%	-14%[57.1 µM]	1%	1%	1%	1
CCOC(=O)c1cn(-c2nc(-c3ccc(Cl)c(Cl)c3)cs2)c2c(F)c(N3CCOCC3)c(F)cc2c1=O	-0.1	4%	-8%	-3%	0%	1%	-6%	-6
O=C1C2CCCCN2C(=O)N1CCCN1CCN(c2cccc(C(F)(F)F)c2)CC1 (stereo not given)	2.1	-6%	-14%	2%[57.1 µM]	9%	·	7%	0
CC(=O)N1CCN(C(=O)c2cc(S(=O)(=O)N3CCN(c4ccccc4)CC3)ccc2Cl)CC1	-0.7	6%	-2%	-13%	-1%	1%	9%	3
CC(C)n1cc(/C=C2\NC(=O)N(c3cccc(Cl)c3)C2=O)c2ccccc21	-1.6	1%	10%	3%	0%	0%	4%[57.1 µM]	-1
CCOC(=O)C1(C)NC(c2cccs2)C2C(=O)N(c3ccc(C)cc3)C(=O)C21 (stereo not given)	0.0	7%	-8%	0%	-13%	0%	1%	-1
O=C(NCCc1ccccn1)c1cccnc1Oc1ccc(Cl)cc1	1.2	10%	-1%	-3%	4%	-3%	-2%	-3
CN(CCO)C(=O)c1c(NC(=O)c2ccccc2)sc2c1CCCC2	-2.1	-11%	5%	4%[57.1 µM]	4%	1%	9%	1
CC(C)(C)c1ccc(OC(=O)CN2C(=O)C3C4CCC(C4)C3C2=O)cc1 (stereo not given)	-5.5	-26%	-5%	-5%	-9%	-1%	0%	13
Cc1cc(NC(=O)COC(=O)CNS(=O)(=O)c2ccc(C)c(C)c2)no1	-2.3	-10%	-9%	3%	-11%	-11%	7%	-6
COc1ccc(CCNC(=O)CSc2nnc(-c3ccccc3)c3ccccc23)cc1OC	1.7	-1%	-4%	-10%	-3%	-5%	10%	11
Cc1ccc(NC(=O)COC(=O)c2ccccc2Nc2ccccc2)cc1	1.8	1%	-5%	-6%	0%	1%	-5%	32
COc1ccccc1NC(=O)C(C)OC(=O)CCNS(=O)(=O)c1cccc(C(F)(F)F)c1 (stereo not given)	1.1	3%	7%	-2%	4%	2%	7%	0
CN(Cc1nc(-c2ccccc2)no1)C1CCOCC1	-1.3	4%	-23%	-2%	-7%	1%	-4%	6
COc1ccccc1CNC(=O)C1CCCN(S(=O)(=O)c2cccc3nsnc23)C1 (stereo not given)	-0.5	7%	-10%	-4%	-18%	0%	9%	-6
Cc1ccccc1C(c1ccccc1Cl)N(C)C (stereo not given)	-0.3	0%	-16%	-3%	-3%	·	-2%	-1
O=C(CCc1nnc(COc2ccccc2)o1)NCc1ccccc1C(F)(F)F	-1.6	7%	8%	5%	-2%	-3%	7%	-2
CC(=O)N(CCc1ccccc1C)Cc1cc2ccc(C)cc2[nH]c1=O	0.6	-2%	1%	-7%	-1%	0%	1%	5
O=C(COC(=O)CCC(=O)c1ccccc1)Nc1nnc(-c2ccccc2)o1	0.1	-1%	8%	9%	-3%	2%	9%	-10
O=C(O)C1CC(O)CN1C(=S)Nc1ccccc1 (stereo not given)	-0.6	7%	-11%	-11%	-5%	0%	10%	0
CC(=O)c1ccc(OC(C)c2nc3ccccc3s2)cc1 (stereo not given)	-1.1	10%	?	-4%	-2%	-1%	-19%	1
OCCc1ccc(O)cc1	-1.6	-3%	-7%	-4%	-7%	1%	-9%	1
COc1ccc(OC)c(NC(=O)CCCNC(=O)Cn2cnc3sc(C)c(C)c3c2=O)c1	-0.5	-12%	-2%	-3%	-3%	0%	4%	4
COc1ccc(N/C=C(\C#N)c2ccc(OCCCF)cc2)cc1	1.2	7%	-13%	-10%	0%	-22%	-9%	13
COCc1cc(=O)[nH]c(/N=C(\N)Nc2ccc(Oc3ccccc3)cc2)n1	0.6	7%	-10%	-14%	-1%	2%[15.4 µM]	-3%	-1
O=C(Nc1ccc(N2CCN(Cc3ccccc3)CC2)cc1)c1ccccc1[N+](=O)[O-]	-2.0	3%	-5%	0%	-18%	0%	1%	3
CCOc1cc(C(C(=O)NCC2CCCO2)N(C(=O)Cn2nnc3ccccc32)c2cccc(OC)c2)ccc1O (stereo not given)	-2.0	-8%	-17%	3%	-29%	-3%	2%	-8
O=C(COC(=O)/C=C/c1ccc(Br)o1)NCCCN1CCCC1=O	-0.7	8%	-3%	-4%	-4%	-2%	4%	-2
CC(C)c1ccc(-n2nnnc2SCc2nc(N)nc(N)n2)cc1	-1.6	3%	-8%	-12%	-15%	·	0%	4

Fetched one by one from above, 2 records:
SMILES	CCT modulator	EPAC1 ag	EPAC1 antag	WRN inhibitor	PLK1 PBD inh	Mm-Cpn inhibitor	EPAC2 antag	PI5P4K alpha inh
CC(C)c1ccc(-n2nnnc2SCc2nc(N)nc(N)n2)cc1	-1.6	3%	-8%	-12%	-15%	·	0%	4
CC(C)n1cc(/C=C2\NC(=O)N(c3cccc(Cl)c3)C2=O)c2ccccc21	-1.6	1%	10%	3%	0%	0%	4%[57.1 µM]	-1

An excerpt; rates above refer to the full screens.
